KDM5B inhibitor: KDM5B demethylase inhibition. Q9UGL1. KDM5B demethylase, FDH-coupled NADH fluorescence (FDH is formaldehyde dehydrogenase). 220,000 compounds, 2.6% hits. Potency, µM (series often up to 57.7 µM), for inactives: at the top dose activity change, negative = inhibition, actives largely listed as inhibitors; active = well fitted inhibition curve with a large enough effect; inconclusive = small, poorly fitted or top-dose-only effect; inactive = no such curve, though single readings can be large or run the other way; note: 0% is about no effect; nearly all actives have a fitted effect of over 70% in size
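Compound dilutions met 200 nM (final) KDM5BΔAP for 10 min at room temperature before substrate addition. The substrate mix held 12.5 µM H3K4me3 with cofactors 25 µM α-ketoglutarate and 50 µM Fe²⁺. NADH signal gain over 30 min defined activity.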
Numbers without * were called inactive; ? = inconclusive; & = joins results of further samples; [ ] = another dose, or the depositor's remark. Potency is the fitted concentration of half-maximal effect.

SMILES	KDM5B inhibitor
O=C(NCC1CCCO1)c1cnc2c(c1)N(C(=O)CCc1ccccc1)CCC2 (centres undefined)	10.6%[86.2 µM]
CCOC(=O)CN1C(C(=O)c2ccccc2)=C(OC(=O)c2ccccc2)c2ccccc2S1(=O)=O	-20.5%
Cc1ccc(/C(=N/O)c2ccc(O)cc2O)cc1	?
CC(Oc1ccc2c(-c3ccccc3)cc(=O)oc2c1)c1ccccc1 (centres undefined)	-13.7%
NC(=O)c1ccsc1NC(=O)COC(=O)Cc1ccccc1Cl	3.8%
CC(=O)c1cccc(NC(=O)C(C)Sc2ccccc2Cl)c1 (centres undefined)	4.8%
COc1ccc(NC(=O)C2CCN(S(=O)(=O)c3c(C)noc3/C=C/c3cccs3)CC2)cc1	-27.0%
COc1nc(N(C)C)nc(-n2cnc(SCc3ccccc3)n2)n1	19.7%
COCCN(Cc1nc2ccccc2c(=O)[nH]1)C(=O)c1oc2ccc(F)cc2c1C	?
Fc1cccc(Nc2c3c(nc4ccccc24)CCC3)c1	?
Cc1cccc2c1nc1n2[C@@H](CNCc2ccc(C#N)cc2)COC1	-8.5%[86.2 µM]
COc1ccccc1CCNC(=O)CCSc1nc(Cl)nc2nc[nH]c12	12.0%
Cc1ccc(N2CCN(C(=O)c3c(C)oc4nc(C)nc(N5CCCC5)c34)CC2)c(C)c1	3.4%&-4.2%
CC(C)NC(=O)C1c2ccccc2C(=O)N(Cc2ccco2)C12CCCC2 (centres undefined)	-24.0%
CCC(=O)N1CCc2sc(C(=O)NCCCOC)cc2C1	-21.6%
CCCC(O)c1nc2ccccc2n1CCCOc1ccc(Cl)cc1 (centres undefined)	-12.1%
O=C(NCc1cccc(F)c1)c1nc2c(o1)CCN(CCCc1ccccc1)CC2	-21.3%[86.2 µM]
CCOc1ccc(OCC)c(NC(=O)Cn2ncc3c4ccccc4n(Cc4ccccc4)c3c2=O)c1	-9.9%
CCC[C@H]1CN(S(=O)(=O)c2cnn(CCC)c2)C[C@@H]1N	53.9%[activator]
COCCOC1CCN(C(=O)Nc2ccccc2F)CC1	8.8%
Cn1c(=O)c2nc(SCC(=O)Nc3cc(Cl)ccc3Cl)n(C)c2n(C)c1=O	-10.8%
N#Cc1ccc(NC(=O)COCc2cc(-c3ccc4c(c3)OCO4)on2)cc1	?
O=C(O)c1cnc(NCc2ccccn2)nc1-c1ccncc1	?
COc1ccc(NC(C)=O)cc1NC(=O)C1CC(=O)N(c2n[nH]c3ccccc23)C1 (centres undefined)	8.1%
Cc1c(CN2C[C@@H](COc3ccccc3)[C@H](C(N)=O)C2)cnn1C	-18.4%
CCc1ccc(CNC(=O)C2COc3ccc(OC)cc3C2)cc1 (centres undefined)	-5.7%
O=C(O)c1ccccc1-c1ccccc1C(=O)O	-9.9%
COc1ccccc1CNC(=O)CCc1c(C)nn(-c2ccc(N3CCOCC3)nn2)c1C	13.9%
CCc1cccc(NC(=O)CSc2nc3c(=O)[nH]cnc3n2CC)c1	8.1%
C=CCSC1=N/C(=C\c2c(C)cc(C)cc2C)C(=O)S1	5.9%
COc1ccccc1N1CCN(c2csc3ccc(Cl)cc3c2=O)CC1	?
CCC(=O)Oc1ccc2c(=O)c(-c3ccc(Cl)cc3)coc2c1	14.4%
COC1CCC12CCN(C(=O)c1ccsc1)CC2 (centres undefined)	-15.4%
Cc1nc(-c2cccs2)c(CCC(=O)N2CCN(c3ccc(F)cc3)CC2)s1	4.8%
CCCCn1c(=O)[nH]c(=O)c2c1nc(CCc1ccccc1)c(=O)n2C	?
NC(=O)c1ccc(CN(C(=O)Cc2cccs2)C2CC2)cc1	-12.3%
CC(C)C1CN(C(=O)c2n[nH]c3c2CCC3)CCC(=O)N1CC1CC1 (centres undefined)	-10.8%
CN(c1ncnc2onc(-c3cccc(Cl)c3)c12)C1CCCCC1	?
Cc1cc(S(=O)(=O)N2CCCC(Cn3cnc4cccnc43)C2)ccc1Cl (centres undefined)	-9.2%
CCOC(=O)Cn1c(C2CC(=O)N(c3ccc(C)cc3)C2)nc2ccccc21 (centres undefined)	-12.8%
COc1cccc(-c2nccc3c(=O)cc(N(C)C)oc23)c1	31.6µM*
Cc1cc(C)c2nc(-c3cccc(N)c3)cc(C(=O)O)c2c1	2.3%
CS(=O)(=O)Cc1cccc(C(=O)Oc2ccc(C34CC5CC(CC(C5)C3)C4)cc2)c1	-7.9%
Cc1noc2c(-c3cccnc3NCCN3CCOCC3)cc(-c3ccccc3)nc12	35.5µM*
Cc1cccc(N2CCN(S(=O)(=O)c3ccc4c(c3)CCCN4C(=O)C3CCC3)CC2C)c1 (centres undefined)	0.1%
COC(=O)C1=C(C)N=C2SC=C(CC(=O)N3CCCC3)N2C1c1cccc(F)c1 (centres undefined)	-24.4%
CCOc1cc(C(=O)NNC(=S)NCCCOC)cc(OCC)c1OCC	-20.1%
COC(=O)c1ccccc1NC(=O)CCc1c(C)nc2c(c(C)nn2-c2ccccc2)c1C	?
Cc1nc(N2CCOCC2)c2c(C(=O)N(C)Cc3ccccc3)c(C)oc2n1	2.7%
O=C(NC1CCN(c2ccccc2)C1=O)c1cccc(Cl)c1 (centres undefined)	19.2%
Cc1cc(C)cc(OCC(=O)N2CCC(NC(=O)c3ccccc3)CC2)c1	30.7%
Cc1ccc(NC(=O)CN2CCN(Cc3ccccc3)CC2)cc1	-22.2%
Cn1c(=O)c2c(nc(SCC(=O)Nc3ccc(F)cc3)n2Cc2ccccc2)n(C)c1=O	-4.8%&13.3%
CCCNC(=O)N1CCc2c(sc3ncnc(N4CCN(C)CC4)c23)C1	28.2µM*
COCCN(C)C[C@H]1C[C@@H](CO)CN(C(=O)c2ccc(F)cc2C)C1	3.2%
CCOCCN1C(=O)COC[C@@H]1[C@H](O)c1ccc(NC(=O)c2ccnc(Cl)c2)cc1	10.1%[86.2 µM]
O=C(O)Cc1ccc(NC2(c3ccccc3)C(=O)c3ccccc3C2=O)cc1	?
Cc1cnc(CCN)n1Cc1ccccc1	27.3%
CN(C)c1cc(-c2ccc(Cl)c(Cl)c2)oc(=O)c1Cl	33.4%
COCCCNC(=O)N1CCN(C(=O)N2CC3CC(C2)[C@H]2CCCC(=O)N2C3)CC1 (some centres undefined)	13.6%
Continuation:
SMILES	KDM5B inhibitor
CCOC(=O)c1cnc2c(C)cccc2c1NCCc1ccc(OC)c(OC)c1	-8.2%
COc1cc(CN2CCCC3(Cc4ccccc4CNC3=O)C2)cc(OC)c1 (centres undefined)	5.3%[115 µM]
CC(C)N(CCc1ccncc1)C(=S)Nc1ccc(F)c(Cl)c1	36.6%
CCc1cccc(N2C(=O)N(Cc3c(F)cccc3Cl)c3ccccc3S2(=O)=O)c1	-11.7%
CC(C(=O)NC1CC1)N1CCN(Cc2cccc3cccnc23)CC1 (centres undefined)	-13.9%
O=C(C1CCC1)N1CCC(N2CC(OCC3CC3)C23CCOCC3)CC1 (centres undefined)	24.9%
CC(=O)N1CCn2ncc(C(=O)Nc3ccc(Cl)cc3Cl)c2C1	34.2%[activator][115 µM]
CCOC(=O)/C(=N/Nc1ccccc1OC)N1CCCc2ccccc21	-24.5%
O=C(c1cc(F)ccc1F)N1CC2CC(C1)[C@H]1CCCC(=O)N1C2 (some centres undefined)	-4.4%
Cc1ccc(C(=O)OC2=C(C(=O)c3ccccc3)N(C)S(=O)(=O)c3ccccc32)cc1	2.3%
CCOc1ccc(NC(=O)CNC(=O)c2nn(-c3ccc(OC)c(OC)c3)c(=O)c3ccccc23)cc1	-0.1%
CN(Cc1cccc(C#N)c1)C(=O)c1cnc2ccccc2n1	20.5%

In a second layout: 2 of the compounds above
> O=C(C1CCC1)N1CCC(N2CC(OCC3CC3)C23CCOCC3)CC1 (centres undefined)
- KDM5B inhibitor: 24.9%
> CC(=O)N1CCn2ncc(C(=O)Nc3ccc(Cl)cc3Cl)c2C1
- KDM5B inhibitor: 34.2%[activator][115 µM]

(more compounds)
SMILES	KDM5B inhibitor
Cc1ccc(C)c(N2CN(CCC3=CCCCC3)CNC2=S)c1	36.3%
COc1cccc(C(=O)N2CCc3nc(-c4ccccc4)nc(-c4ccc(Cl)cc4)c3C2)c1	-21.6%
Cc1cc(C)n(-c2nc3cc(Cl)ccc3nc2Nc2ccc(CC(=O)O)cc2)n1	1.0%
O=C(CCc1c[nH]c2ccccc12)Nc1cccc(Cl)c1F	8.5%
COc1ccc(C(=O)N[C@H]2CC[C@]3(C)CCC([C@H](C)C(=O)N4CCC(C)CC4)[C@H](O)[C@H]3[C@@H]2C)cc1 (some centres undefined)	22.4%
CCCN(C)C(=O)Cn1c(C)ccc(NS(=O)(=O)c2ccc(C)cc2)c1=O	-17.5%
COCc1noc([C@@H]2CN(S(=O)(=O)Cc3ccccc3F)C[C@H]2C(N)=O)n1	4.5%
CC(=O)c1c(C)[nH]c(C(=O)C(C)Cl)c1C (centres undefined)	-23.8%
O=S(=O)(NCCn1cc(-c2cncnc2)nn1)c1ccc(Cl)cc1	-20.9%
CN(C)C(=O)CN1CCN(C(C(=O)O)c2c[nH]c3ccc(NC(=O)c4ccccc4)cc23)CC1 (centres undefined)	10.2%
Cc1ccc(CNC(=O)N2CCC3(CC2)CC(N(C(=O)NC(C)C)C2CC2)CCO3)cc1 (centres undefined)	-8.5%
O=C(Oc1ccc2cc(Br)ccc2c1)C(c1ccccc1)c1ccccc1	13.5%

Next section; it opens with the 4 that closed the last part.
SMILES	KDM5B inhibitor
O=S(=O)(NCCn1cc(-c2cncnc2)nn1)c1ccc(Cl)cc1	-20.9%
CN(C)C(=O)CN1CCN(C(C(=O)O)c2c[nH]c3ccc(NC(=O)c4ccccc4)cc23)CC1 (centres undefined)	10.2%
Cc1ccc(CNC(=O)N2CCC3(CC2)CC(N(C(=O)NC(C)C)C2CC2)CCO3)cc1 (centres undefined)	-8.5%
O=C(Oc1ccc2cc(Br)ccc2c1)C(c1ccccc1)c1ccccc1	13.5%
Cc1[nH]cnc1CN1CCCC(c2nnc(CN3CCC(O)CC3)n2C)C1 (centres undefined)	?
COCCO[C@H]1C(=O)N(C2CCN(C(=O)c3cnccn3)CC2)[C@H]1c1ccncc1	-0.7%
Cc1ccc(C(NC(=O)c2n[nH]c(=O)c3ccccc23)C2CC2)cc1 (centres undefined)	0.0%
CCN(CC)CCNC(=O)Cc1nn(C(C)C)c(=O)c2ccccc12	-1.8%
CN(C)C(=O)c1cc(-c2ccc(S(C)(=O)=O)cc2)nc2c1cnn2C	?
CCNc1sc(S(C)(=O)=O)nc1S(=O)(=O)c1ccc(C)cc1	-23.2%
Cc1ccc(C(=O)/C=C/c2cccc(C#N)c2)o1	?
CC(=O)Nc1cccc(-c2nc(N3CCOCC3)cc3c2CN(Cc2cnn(C)c2)C3=O)c1	28.2µM*
CC1C(=O)CCN(C2CC2)C1C (centres undefined)	2.4%
CN1C(=O)c2cccn2CC1CNC(=O)c1cc(CN2CCOCC2)on1 (centres undefined)	0.2%
O=S(=O)(Nc1cccc2cccnc12)c1ccc(F)c(F)c1F	4.4%
CCCCNS(=O)(=O)c1ccc2nc(-c3cccnc3)cc(C(=O)NCC(OC)OC)c2c1	25.3%
CC1(C)Cc2c(c(N3CCOCC3)nc3sc4c(NCCN)ncnc4c23)CO1	?
COc1ccc(C(=O)N2CCOC3(CCN(C(=O)CCN)CC3)C2)cc1	-24.9%[115 µM]
O=C(COc1ccccc1O)Nc1cccc(Br)c1	1.5%
Cc1ccc2nc(-c3ccsc3)c(Nc3ccc(Cl)cc3)n2c1	?
c1ccc(COC2C3COC(O3)C(OCc3ccccc3)C2OCc2ccccc2)cc1 (centres undefined)	-24.4%
O=C(Nc1ccc(F)cc1)Nc1ccc(NC(=O)c2ccccc2O)cc1	341.5%[activator]
COCCN1C(=O)[C@@H]2C[C@@H](CN2C(=O)c2ccc3c(c2)OCO3)Oc2ccccc21	4.9%[86.2 µM]
C=CCCCCCCCCc1nc(SCC(=O)O)n[nH]1	33.6%
Cc1nc2nc(NC(=O)c3ccccc3F)[nH]n2c(=O)c1Cl	-22.2%
Cc1ccccc1NC(=O)CCc1c(C)nn(-c2ccc(N3CCCC3)nn2)c1C	9.5%
COCC1CN(S(=O)(=O)c2cc(F)ccc2OC)CC12CCNCC2 (centres undefined)	12.5%
COC(=O)c1ccc(NS(=O)(=O)c2c(C)c(C)cc(C)c2C)c(C)c1	9.5%
COc1ccc(CN2CC3=C(C2=O)C(c2ccc(C)cc2)NC(=O)N3)cc1 (centres undefined)	-2.7%
COc1cccc(C(=O)N[C@H]2[C@H](O)[C@H](O)C[C@@H]2c2cccnc2)c1	-12.9%[86.2 µM]
Cc1cccc(CN2CCCC3(CCN(C(=O)CCc4ccccc4C)C3)C2)c1 (centres undefined)	-14.2%
Cc1cccc2nc(-c3cccc(NS(=O)(=O)c4ccccc4)c3)cn12	?
CCn1nc(C(=O)OCc2ccc3cc(OC)ccc3c2)c2ccccc2c1=O	?
CCCCN1C[C@@H](CO)[C@H](c2nc(CCOC)no2)C1	-13.7%
CC(C)c1noc(CCC(=O)Nc2ccccn2)n1	-9.7%
N#Cc1ccc(Sc2ccccn2)c([N+](=O)[O-])c1	18.2%
O=C(CCn1c(=O)c2cccn2c2cccnc21)NCc1ccc(Cl)cc1	?
Cc1cc(C)cc(N(CC(=O)NC(C(C)C)C(C)C)S(=O)(=O)c2ccccc2)c1	12.8%
CCCCn1c(=O)c2sccc2n(CC(=O)N(CC)c2ccccc2)c1=O	?
COc1cc(OC)c2c(C)c(CC(=O)NCc3ccc(F)cc3)c(=O)oc2c1	?
Cc1nn(-c2ccccc2)c2sc(C(=O)Nc3cccc(Br)c3)cc12	?
Cc1nc2cc(NC(=O)c3ccc(F)cc3)ccc2o1	19.9%
COc1ccc(CCNC(=O)c2c3c(nc4ccccc24)C(=O)N(C2CCCCC2)C3)cc1OC	-11.1%

Compound activity from PubChem.

Some of the compounds tested. The share of hits here may be higher or lower than overall.
